Screening results (PubChem)
PGC1a acetyl inh – inhibitors of PGC1a acetylation signal, primary screen, cell-based, U2OS, AlphaScreen, inhibitor mode | AlphaScreen anti-acetyl-lysine; with virally co-expressed GCN5 acetyltransferase | inhibition, % at 15.6 µM | AID 651687, 2012 | actives 0.17% (n = 350,000);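 active = every replicate shows inhibition of at least 40%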;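 also: 0% = neutral control wells and 100% = positive control wells; some results beyond the cut were filed as inactive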
EWS-Fli block – EWS/Fli-driven NR0B1 reporter inhibitors, primary screen, A673 cells, NR0B1 luciferase, luminescence, MLPCN library; viability-normalised; inhibition, % at 12.6 µM; actives 0.67% (n = 350,000);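 active = mean inhibition of at least 50% after viability correction, with every replicate also passing that limit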;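 also: firefly luciferase signal divided by Alamar Blue viability fluorescence both relative to DMSO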
miR122 inh – miR-122 Renilla sensor signal increase in Huh7, primary screen, miR-122 inhibitor project, cell-based, single point, plate reader; Huh7 miR-122 Renilla luciferase sensor, 48 h; neutral wells = 0, positive control = 100; activation (reporter increase), % at 12.5 µM; actives 0.3% (n = 340,000); AID 602342, 2012;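 active = mean replicate activation score at least 90 and every replicate individually at or above 90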;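 also: higher luciferase means less miR-122 activity so hits act as miR-122 inhibitors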
FN deposition inh – inhibitors of fibronectin matrix deposition, primary screen, AH1F cells, Alexa488-fibronectin fluorescence, plate reader; AH1F fibroblasts, overnight; inhibition, % at 12.6 µM; actives 0.086% (n = 350,000);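 active = mean inhibition across replicates of 30% or more, regardless of how many single replicates reach that level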;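 also: positive control wells lacked labelled fibronectin entirely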
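test system = AH1F fibroblasts assembling fluorescent fibronectin matrix | quantity = 10000 AH1F cells per well | buffer or medium = DMEM plus 2% serum, read in PBS | doses = single dose, pinned | incubation = 1 h cell attachment, overnight exposure to compound and label | detection = fluorescence at 485 nm excitation, 525 nm emission | read-out basis = inhibition from reduced deposited-fibronectin fluorescence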
Cneo AK release – Cryptococcus neoformans cell lysis inducers, primary screen, AK release luminescence, single concentration; C. neoformans lysis, adenylate kinase release luminescence, 4 h; normalised: neutral wells 0, clomiphene wells 100; lysis activity, % at 15 µM; actives 0.2% (n = 360,000);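 active = mean lysis activity across replicates of at least 80%, whatever share of replicates individually reach that level; inactive = mean lysis activity below 80%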
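Assay system: C. neoformans cells. Amount: yeast cell density of 5 × 10^6 cells/mL. Technique: AK luminescence. Buffer or medium: YPD. Times: static 4 h at 37 °C with compound, 1 h detection. Dosing: single-point compound dose. Read-out: lysis from increased AK signal.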
PAX8 reporter – inhibitors of PAX8-driven TPO luciferase reporter, primary screen, RMG-I cells, single concentration; SteadyGlo, 24 h; inhibition, % at 12.6 µM; actives 1.2% (n = 360,000);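 active = mean replicate inhibition at least 60% with every replicate also reaching 60%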;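 also: luciferase light reporting Pax8 driven TPO promoter activity; plate controls were median of neutral control wells for no effect and mitoxantrone controls for full effect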
LGR2 antag – inhibitors of bursicon-induced LGR2 CRE-luciferase signal, primary screen, cell-based, HEK293, CRE-luciferase reporter, bursicon stimulation; Drosophila bursicon receptor LGR2 (rickets); bursicon-stimulated, 4 h; inhibition, % at 9.99 µM; actives 0.35% (n = 380,000);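 active = drop in luminescence signal, shown as inhibition above about 50% in the replicate tests, limit read from the data, passing the limit was not always enough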;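 also: agonist challenge used bursicon conditioned medium at about half maximal strength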
CASP6 VEID inh – human caspase-6 inhibitors, primary screen, biochemical, VEID-R110 fluorescence, single point, set 2. P55212. purified caspase-6, Z-VEID-R110 cleavage fluorescence. inhibition, % at 12.5 µM. actives 0.53% (n = 350,000). AID 686996, 2013;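 active = mean inhibition across replicates at least about 35%, with every replicate also reaching that limit, limit read from the data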;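 also: 0% = median of neutral control wells and 100% = no fluorescence left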
Target sequence (P55212 24-179 limits assumed): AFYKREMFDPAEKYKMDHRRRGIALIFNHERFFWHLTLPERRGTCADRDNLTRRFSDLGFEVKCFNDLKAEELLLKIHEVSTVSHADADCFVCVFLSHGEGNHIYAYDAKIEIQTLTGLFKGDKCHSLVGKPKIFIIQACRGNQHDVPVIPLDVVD
Target sequence (P55212 194-293 limits assumed): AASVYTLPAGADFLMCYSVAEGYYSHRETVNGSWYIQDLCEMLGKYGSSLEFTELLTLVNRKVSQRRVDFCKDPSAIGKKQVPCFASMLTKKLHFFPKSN
The depositor's hits bear a star; nt = no result given; [ ] = another dose, or the depositor's remark.

SMILES	PGC1a acetyl inh	EWS-Fli block	miR122 inh	FN deposition inh	Cneo AK release	PAX8 reporter	LGR2 antag	CASP6 VEID inh
C=CCn1c(O)c(C(C)=NCCCn2ccnc2)c(=O)[nH]c1=O	nt	6	nt	4	nt	5	nt	-6
CN1CCN(c2nc(Cl)ncc2F)CC1	9	4	-8	nt	-1	7	-10	2
Cn1c(O)c(C=NC2CCCCC2)c(=O)[nH]c1=S	nt	-1	nt	nt	nt	9	19	3
CP(C)(=O)CCC(=O)O	0	nt	-4	nt	0	nt	-4	nt
COP(=O)(OC)Oc1ccc(C(O)C(Cl)(Cl)Cl)cc1 (configuration not stated)	0	8	3	-13	0	0	5	-5
O=C1CCN(C(=O)Cc2ccccc2[N+](=O)[O-])CC1	7	10	3	-3	nt	15	1	nt
CC=Cc1ccc2n(c1=O)C[C@H]1[C@H](CO)[C@@H](C(=O)O)[C@@H]2N1S(=O)(=O)c1ccccc1C (mixture of isomers)	nt	-7	3[16.7 µM]	nt	-1	-8	3	-2
CN1CCC23c4c5ccc(O)c4O[C@@H]2[C@H](O)C=CC3C1C5 (some centres not stated)	-29	0	-1	nt	-1	nt	7	7
COc1ccc(CNC(C)Cc2cccs2)cc1 (configuration not stated)	nt	-6	nt	-8	nt	1	-2	1
CCC1C2CC3C4N(C)c5ccccc5C45CC(C2C5O)N3[C@@H]1O (some centres not stated)	-6	-5	0	-11	1	13	-2	-4
CC=Cc1ccc2n(c1=O)C[C@@H]1[C@@H](CO)[C@H](C(=O)N(C)C)[C@H]2N1C (mixture of isomers)	nt	-6	nt	nt	7	nt	-20	1
C[C@]12CCC3C(CC[C@H]4C[C@H](OC(=O)c5cccnc5)CC[C@]34C)C1CCC2=O (some centres not stated)	-2	-5	-4	1	nt	nt	3	2
COc1cc(C(=O)Nc2ccc(Br)cc2C(=O)c2ccccc2Cl)cc(OC)c1OC	nt	12	nt	nt	nt	-7	9	-2
Cc1ccc(-n2c(O)c(C=NCCC3=CCCCC3)c(=O)[nH]c2=O)cc1	-1	-3	-3	-7	0	-3	nt	-1
OC[C@H]1O[C@@H](n2cnc3cc(Cl)c(Cl)cc32)[C@H](O)[C@@H]1O	-20	5	2	-7	5	-36	nt	nt
O=C(NC(=S)N1C[C@H]2C[C@H](C1)c1cccc(=O)n1C2)c1ccc(Cl)cc1	5	5	0	nt	1	nt	nt	3
COC(=O)[C@@H]1N=C(c2ccc(OC)cc2)O[C@]12C(=O)N(C)c1cccc(Cl)c12	nt	-9	nt	7	nt	4	-1	1
COC(=O)C1=C(c2c(C)noc2C)C[C@@H]2CC[C@H]1N2C(=O)N1CCCCC1	5	1	-5	-14	3	2	11	1
C[C@]12CCC3C(CC[C@H]4C[C@@H](O)CC[C@]34C)C1C[C@@H](O)[C@]2(C)O (some centres not stated)	-2	-10	-4	-7	1	-8	4	2
O=c1[nH]c(=S)n(-c2ccccc2)c(O)c1/C=N/N1CCCCC1c1cccnc1 (configuration not stated)	-1	1	1	-14	0	1	1	4
Clc1ccccc1CN1CCN(c2ccccc2)CC1	3	nt	0	-6	-2	nt	8	-1
CCOC(=O)C(=O)NC1CCSC1=O (configuration not stated)	2	0	1	nt	-1	nt	3	0
CC(C)Cc1nnc(NC(=O)CCC(=O)N2CCC3(CC2)OCCO3)s1	9	-7	-2	-2	-1	2	0	-1
CCCNC(=O)N1[C@H]2CC[C@@H]1C(C(=O)OC)=C(c1ccc(-c3ccccc3)c(F)c1)C2	nt	2	nt	10	-3	22	3	-5
N/C(=N\[N+](=O)[O-])N1CCN(C(=O)c2ccccn2)CC1	-8	-10	-7	7	1	31	-2	-1
CC(CC(C)(C)N1CC1)=NO	nt	-6	nt	-1	nt	0	-6	-124
COc1ccc2ccc(O)c(CN3CC=C(c4ccccc4)CC3)c2c1	nt	3	nt	2	nt	21	-7	-14
CC1=C2C3OC(=O)C(C)C3CC[C@@]2(C)C=CC1=O (some centres not stated)	-4	-2	2	3	-1	-8	24	-4
Cc1ccccc1C(=O)NCCN1CCC2(CC1)C(=O)NCN2c1ccccc1	nt	14	nt	-8	nt	-17	-4	-1
CC=C(CC)C1(CC)C(=O)NC(=S)NC1=O	nt	-5	nt	4	nt	nt	16	-1
CC1(C)C(c2ccccc2)=NC(c2cccnc2)=[N+]1[O-]	44	nt	-3	nt	-2	nt	-13	nt
O=[N+]([O-])c1ccc(-[n+]2c(-c3ccccc3)cc(-c3ccccc3)cc2-c2ccccc2)cc1	-11	1	4	-9	0	-3	11	3
O=C(NN=Cc1ccc(N(CCCl)CCCl)cc1)C(=O)c1c[nH]c2ccccc12	12	13	nt	3	0	25	30	-2
CC(C)CN1Cc2ccccc2-n2nncc2C1	-8	2	-2	5	-1	5	-2	-1
C/C=C/CC1(CC)C(=O)NC(=S)NC1=O	nt	4	nt	-4	2	-21	-16	nt
O=C(Nc1ccccc1)N1Cc2cc(Br)ccc2-n2nncc2C1	nt	-1	nt	4	nt	9	-20	0
Cc1ccc(C2=NN(CCC(=O)N3CCC4(CC3)OCCO4)C(=O)CC2)cc1	2	-1	nt	0	nt	-16	13	-3
CN(C)C(=O)Oc1ccc2nnc3ccnn3c2c1	11	0	-2	0	-1	1	-2	1
CC=Cc1ccc2n(c1=O)C[C@@H]1[C@@H](CO)[C@H](C(=O)OC)[C@H]2N1S(=O)(=O)c1ccccc1C (mixture of isomers)	-2	19	-2[16.7 µM]	-1	0	-4	-10	1
O=C1/C(=C/c2ccncc2)N2CCC1CC2	-6	9	2	7	nt	8	7	-9

By substructure: the entries above with a COOH group
SMILES	PGC1a acetyl inh	EWS-Fli block	miR122 inh	FN deposition inh	Cneo AK release	PAX8 reporter	LGR2 antag	CASP6 VEID inh
CP(C)(=O)CCC(=O)O	0	nt	-4	nt	0	nt	-4	nt
CC=Cc1ccc2n(c1=O)C[C@H]1[C@H](CO)[C@@H](C(=O)O)[C@@H]2N1S(=O)(=O)c1ccccc1C (mixture of isomers)	nt	-7	3[16.7 µM]	nt	-1	-8	3	-2

Remaining list, next part.
SMILES	PGC1a acetyl inh	EWS-Fli block	miR122 inh	FN deposition inh	Cneo AK release	PAX8 reporter	LGR2 antag	CASP6 VEID inh
Cc1cc(N2C(=O)C3CCCN3C2c2ccc(Cl)c(Cl)c2)no1 (configuration not stated)	-16	nt	-6	5	2	16	nt	nt
O=C1C=C2C=C[C@@H]3CC2(O1)[C@H]1CCCCN31	nt	8	-7	8	0	41	3	nt
CCCCCC(=O)N[C@@H](c1ccccc1)[C@@H](O)C(=O)O[C@H]1C[C@@]2(O)[C@@H](OC(=O)c3ccccc3)C3[C@](C)(C(=O)[C@H](O)C(=C1C)C2(C)C)[C@@H](OC1OCC(O)C(O)C1O)C[C@H]1OC[C@@]31OC(C)=O (some centres not stated)	1	46	11	nt	4	nt	-2	1
CCC1(CC)C(=N)N(C)C(=O)NC1=O	-6	10	-4	-10	3	37	9	-1
CC(NCc1ccc(Cl)c(Cl)c1)C(O)c1ccccc1 (configuration not stated)	14	9	-1	nt	-1	nt	-7	4
CCOc1ccc(-c2cc(C)[n+](CCc3ccc(OC)c(OC)c3)c(-c3ccc(OCC)cc3)c2)cc1	-230	51*	-17	8	-5	92*	27	7
Cc1cc(/C=C2\C(=O)NC(=O)N(c3cccc(F)c3)C2=O)c(C)n1-c1cc(C(=O)O)cc(C(=O)O)c1	9	7	nt	-2	nt	0	-11	29
COC(=O)C1=C(c2ccccc2)C[C@@H]2CC[C@H]1N2C(=O)NCCCOC(C)C	10	-5	-3	0	0	5	3	-1
Cc1cc(C)c(-n2c(O)c(/C=N/N3CCCCC3c3cccnc3)c(=O)[nH]c2=O)c(C)c1 (configuration not stated)	5	-16	-2	-3	-1	-12	7	0
O=C(O)[C@@H]1[C@@H](CO)[C@@H]2Cn3c(ccc(-c4ccccc4)c3=O)[C@H]1N2CC1CCCCC1	nt	-4	-6[16.7 µM]	nt	-2	-8	1	-3
CC(=O)Nc1ccc(OC(=O)N(C)c2ccc(C)cc2)cc1	nt	-15	-1	0	-1	-2	-8	-4
O=C(N=Nc1c(O)[nH]c(=O)[nH]c1=O)C1COc2ccccc2O1 (configuration not stated)	9	-6	nt	-1	nt	12	nt	2
COC(=O)C1=C(c2ccc(F)cc2OCc2ccccc2)C[C@@H]2CC[C@H]1N2C(=O)NCCc1ccc(F)cc1	-13	1	-4	-9	-4	21	22	-7
Fc1ccccc1N1CCN(Cc2ccc3c(c2)OCO3)CC1	nt	nt	-10	1	-2	-7	nt	nt
CCOC(=O)c1c(C)n(Cc2ccccc2)c2ccc(OCC(O)CNC(C)(C)C)cc12 (configuration not stated)	nt	45	nt	5	0	41	2	5
CCN(CC)C(=O)c1ccc(N2C(=O)C3CC=C(Cl)CC3C2=O)cc1 (configuration not stated)	10	nt	-3	2	nt	8	nt	nt
COc1ccc2c3c1OC1C(O)C=CC4C(C2)[N+](C)(C)CCC341 (configuration not stated)	5	5	0	2	0	6	-5	-2
CC(=O)O[C@]1(C)C(=O)OC/C2=C/CN(C)CCC(OC(=O)[C@@](O)(C(C)O)C[C@H]1C)C2=O (some centres not stated)	-1	3	4	2	1	-4	-4	3
COc1c(C)cc(C(=O)C2CCCN(Cc3cnc(C)s3)C2)cc1C (configuration not stated)	nt	-34	nt	nt	nt	-1	7	-1
O=P(O)(O)Oc1ccccc1P(=O)(c1ccccc1)c1ccccc1	5	-8	19	-10	-3	7	0	-1
Cc1cccc2c(CCN)c[nH]c12	9	11	-1	nt	-2	3	-4	-9
CC1(C(=O)O)CC12c1ccccc1-c1ccccc12 (configuration not stated)	nt	2	nt	1	nt	nt	8	1
COC(=O)C1=C(c2cccc(OCc3ccccc3)c2)C[C@@H]2CC[C@H]1N2C(=O)NCc1cccc(OC)c1	nt	23	nt	3	1	-13	11	1
CC(C)(C)n1cc(C(=O)c2ccc3ccccc3c2O)cn1	-8	-2	nt	5	nt	-62	67*	0
C=C1C(=O)O[C@@H]2C[C@@H](C)[C@H]3C=CC(=O)[C@]3(O)C[C@@H]12	-79	12	8	-11	-3	45	-1	nt
O=C1NC(=O)N(c2ccccc2F)C(=O)/C1=C/c1ccc(Oc2ccc([N+](=O)[O-])cn2)cc1	nt	-9	nt	0	nt	-28	nt	14
CCS(=O)(=O)NCc1nnc2n1-c1ccc(Cl)cc1C(c1ccccc1)=NC2	10	nt	-4	-2	3	18	2	nt
NCc1cc(=O)[nH]o1	-6	3	2	2	0	-5	7	0
CC1(C)CC2CCC(O)C2C(CCO)N1 (configuration not stated)	10	-2	-7	0	nt	4	-31	-2
O=S(=O)(NC1CCCCC1)OCC(Cl)(Cl)Cl	nt	1	nt	0	2	-3	nt	1
Cc1[nH]c2ccccc2c1/C=N/O	-3	nt	-11	-9	-1	-4	nt	nt
COc1cccc(OC)c1C(=O)Nc1nc(N)n(-c2ccccc2)n1	-1	nt	-6	-25	20	nt	nt	nt
CC(=NCCCN1CCOCC1)c1c(O)[nH]c(=O)[nH]c1=O	-4	nt	0	7	0	nt	nt	nt
O=c1[nH]c(=S)n(Cc2ccc(F)cc2)c(O)c1/C=N/N1CCCCC1	nt	4	-3	1	nt	7	-13	-1

This is a subset; rates above refer to the full screens.
